Neddyl block = inhibitors of human cullin neddylation | P61081+Q13564 | TR-FRET cullin neddylation, biochemical | calls only at 25 µM | 360,000 compounds, 0.58% hits | AID 651699; in the data active = inhibition above about 36%
eLon inh = inhibitors of E. coli Lon protease. P0A9M0. purified E. coli Lon protease, fluorescence polarization. inhibition, % at 7.94 µM. 360,000 compounds, 0.42% hits; in the data active = inhibition above about 13%, passing the limit was not always enough;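 note: 0% = enzyme with probe and DMSO and 100% = no enzyme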
CSN deneddyl inh = CSN deneddylation inhibition | inhibition, % at 12.5 µM | 360,000 compounds, 0.38% hits | Purified CSN, SCF-Nedd8-OG deneddylation, fluorescence polarization | Q92905;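 active = pattern-corrected inhibition above about 35%, with an unprinted fluorescence ratio check between 0.5 and 1.5, limit read from the data, passing the limit was not always enough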;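 note: 0% = enzyme with substrate and 100% = substrate without enzyme; some results filed as inactive read as strong as hits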
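assay system = purified human Csn5 enzyme expressed in HEK293T cells | amount = 0.24 nM enzyme | buffer or medium = Tris/NaCl/DTT buffer, pH 7.5 | reagent = 10 nM SCFSkp2-Nedd8OG | compound = one concentration, 12.5 µM, 0.25% DMSO | times = 90 min reaction at room temperature | signal = FP | read-out basis = % inhibition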
FAS-TE inh = FAS thioesterase (human) inhibition; P49327; recombinant FAS-TE, OMFH fluorogenic substrate, fluorescence endpoint; inhibition, % at 15 µM; 360,000 compounds, 0.67% hits;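 active = compounds whose normalised, plate-corrected inhibition of enzyme fluorescence in the single-dose primary screen is 50% or more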;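 note: 0% = DMSO with enzyme and 100% = substrate without enzyme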
Rin1-Abl PPI inh = blocks binding of human Rin1 to Abl. P00519+Q13671. TR-FRET Rin1/Abl binding, biochemical. inhibition, % at 7.35 µM. 360,000 compounds, 0.4% hits; in the data active = inhibition above about 5%, passing the limit was not always enough
bovine MsrA act = activates bovine MsrA enzyme | purified bovine MsrA, absorbance read-out | activation, % at 10.6 µM | 360,000 compounds, 0.3% hits; in the data active = activation above about 7.5%;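 note: 0% = vehicle and 100% = reference activator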
MsrA inh = inhibits bovine methionine sulfoxide reductase A. purified bovine MsrA, absorbance read-out. inhibition, % at 15.5 µM. 360,000 compounds, 0.75% hits; in the data active = inhibition above about 4.5%;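 note: 0% = vehicle wells with enzyme and 100% = reference inhibitor wells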
MLLE-PAM2 inh = inhibitors of microRNA-mediated deadenylation, human PABP1 MLLE binding | AID 588489 | inhibition, % at 20 µM | GST-MLLE / FITC-PAM2 fluorescence polarization | 360,000 compounds, 0.36% hits | P11940; in the data active = inhibition above about 35%, passing the limit was not always enough;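 note: plate controls were DMSO wells with GST-MLLE for no effect and wells lacking GST-MLLE protein for full effect; some results filed as inactive read as strong as hits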
Tb MetRS inh = Trypanosoma brucei MetRS inhibition | purified T. brucei MetRS, ATP depletion, Kinase-Glo luminescence | inhibition, % at 11.9 µM | 360,000 compounds, 0.4% hits | AID 624268;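 active = inhibition above a per-plate cutoff of the control wells' mean inhibition plus 3 SD, cut at about 5.5% in these data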;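 note: 0% = DMSO wells median and 100% = median of wells with control inhibitor compound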
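Test system: purified T. brucei MetRS enzyme. Also added: ATP, methionine and E. coli bulk tRNA substrates. Compound: 11.9 µM single point. Schedule: 15 min enzyme-compound preincubation, 2 h reaction, 10 min detection, 25 °C. Signal: luciferase luminescence of residual ATP, Kinase-Glo. Evaluation: percent inhibition versus plate control medians. Controls: DMSO wells, low control.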
Starred values were filed as active, the others as inactive; i = inactive; / = not tested or not shown.

SMILES	Neddyl block	eLon inh	CSN deneddyl inh	FAS-TE inh	Rin1-Abl PPI inh	bovine MsrA act	MsrA inh	MLLE-PAM2 inh	Tb MetRS inh
CC[C@]12c3[nH]c4cc(-c5ccco5)ccc4c3CCN1C(=O)[C@@H](CC(=O)NCCC1=CCCCC1)C[C@@H]2C(=O)N1CCN(C(=O)C2CC2)CC1	/	-3.4	4.3	3.6	-1.6	-6.2	0.1	-11.7	0.1
CC(SCc1ccccc1)C(=O)N/N=C/c1ccc(OCC(=O)NCc2ccco2)cc1 (configuration not stated)	i	-4.3	-9.7	-2.7	1.5	-4.3	0.7	6.3	0.1
CCCS(=O)(=O)N1CCC(C(=O)NCC2CCCO2)CC1 (configuration not stated)	i	-0.5	-6.7	-8.3	4.6	1.8	-0.7	-6.7	0.1
COC(=O)c1ccc(C(=O)N2CCCC(Nc3ccc(C(C)C)cc3)C2)nc1 (configuration not stated)	i	-10.9	2.2	-5.4	3.7	-0.2	1.4	2.0	0.3
CC(=O)N1c2ccc(S(=O)(=O)N(C)CC(=O)Nc3cccc(C)c3)cc2CC1C (configuration not stated)	i	-20.3	2.5	-0.6	1.4	-1.8	-0.8	3.4	-0.2
O=C(COC(=O)c1ccc(S(=O)(=O)C(F)F)cc1)NC(=O)NC1CCCCC1	i	-4.5	-2.1	14.7	-1.2	-7.2	-1.1	2.2	-0.4
Cn1c(=O)c2c(nc(N3CCCCCC3)n2Cc2cccc3ccccc23)n(C)c1=O	i	8.1	1.9	32.4	-1.1	-1.1	0.7	-2.7	-0.1
Cc1cc(NC(=S)N(CCN2CCCCC2)Cc2ccco2)ccc1Cl	i	2.8	-1.4	21.5	0.0	-1.4	-0.5	-62.0	0.1
Oc1c(Cl)cc(Cl)cc1C1Nc2ccccc2-n2cccc21 (configuration not stated)	i	-7.4	111.0	-4.0	0.2	1.0	-1.6	15.6	-0.8
Cc1nnc(N(C)C(=O)c2ccccn2)s1	i	1.8	0.1	-10.1	3.4	0.7	-0.1	-2.4	-0.7
CC(C)CNC(=O)CN(C)S(=O)(=O)c1ccc(F)cc1	i	7.4	-1.9	-6.7	-1.6	-7.1	-0.5	-2.7	-0.9
C=C(C)C(=O)OC1(C(F)(F)F)Oc2cc(C)ccc2NC1=O (configuration not stated)	i	-0.8	-3.7	-6.0	4.7	-0.4	-0.4	-4.3	0.9
Cc1ccc2cc(CCNC(=O)c3ccc4c(c3)OCO4)c(=O)[nH]c2c1	i	-1.7	-4.1	-3.5	0.8	0.7	2.0	1.3	0.2
COc1cc(OC)nc(Oc2ccccc2C(=O)Oc2ccc(C)cc2)n1	i	3.4	-1.4	19.2	4.8	-1.4	-0.8	-14.1	0.1
CCOC(=O)C(=O)CC(=O)c1ccc2c(c1)OCCO2	i	-2.2	-2.8	-8.4	-1.7	-1.3	3.4	1.0	-0.4
CCOC(=O)c1c(C)noc1CP(=O)(c1ccccc1)c1ccccc1	i	-2.3	0.3	-2.4	-3.0	-0.2	-1.0	-4.1	-0.7
COC(=O)c1ccc(COC(=O)CNC(=O)c2ccc(OC)cc2)cc1	i	-2.5	-1.1	-1.4	-2.7	-2.7	1.8	11.3	0.0
COc1cccc(C(=O)N2CCN(Cc3ccccc3C(F)(F)F)CC2)c1	i	-7.2	2.7	4.2	1.2	-11.4	-1.4	11.8	-1.2
Cc1nn(-c2ccccc2)c2sc(C(=O)OCn3nnc4ccccc4c3=O)cc12	i	8.8	3.3	20.2	0.5	-5.7	-1.5	-4.6	-0.6
COc1cc2sc(C)nc2c2sccc12	i	3.1	-1.4	5.6	-2.6	-3.0	0.2	0.7	-0.6
O=S(=O)(c1ccc(F)cc1)n1cnc2ccccc21	i	2.6	-0.4	3.0	0.8	-10.4	-0.9	6.6	-1.2
Cc1cc(F)cc(-c2cc(C(=O)NCc3ccco3)[nH]n2)c1	i	-10.1	1.0	-2.0	1.5	-2.4	1.3	4.8	0.2
O=C(Cc1ccc(Cl)cc1)Nc1ccc(NC(=O)c2cccs2)cc1	i	-0.7	-2.8	-0.1	-1.0	-3.9	0.1	-19.3	-0.1
COc1ccc(S(=O)(=O)N2CCN(c3ncccn3)CC2)cc1OC	i	8.3	3.2	-3.7	0.2	-3.0	-0.5	2.6	-1.5
Cc1cccc(C#CC2=CC(=O)CC(C)(C)C2)c1	i	1.1	4.2	4.9	2.7	-11.4	0.8	2.7	-0.4
COc1cc(C)nc(Nc2nc(C)c(C(C)=O)s2)n1	i	2.5	4.9	1.9	-11.3	-2.6	3.9	-12.3	-0.5
O=C(c1ccco1)N(Cc1cc2ccccc2[nH]c1=O)CC1CCCO1 (configuration not stated)	i	-0.1	2.9	-6.2	0.1	-1.4	0.6	4.3	0.1
O=C(NNC1CC(=O)N(c2ccc(Br)cc2)C1=O)c1cccnc1 (configuration not stated)	i	-0.9	5.8	-8.0	-1.7	-1.8	1.6	6.0	1.1
CCN(C(=O)CSc1nncs1)c1c(N)n(Cc2ccccc2)c(=O)[nH]c1=O	i	-4.3	-5.3	-10.1	-1.4	-0.3	2.1	-42.1	0.1
Fc1cccc(Cl)c1CNn1cn[nH]c1=S	i	-1.4	-5.7	-5.8	-4.0	1.3	-0.7	-17.9	-0.6
CCCNCC1C(Oc2ccc(Cl)cc2)C(=O)N1c1ccccc1C (configuration not stated)	i	-6.7	-0.5	-7.5	-0.2	-2.9	-0.4	-0.6	0.5
Cc1[nH]c2ccc(C(=O)N3CCN(c4cccc(Cl)c4)CC3)cc2c1C	i	0.8	5.5	17.3	-1.3	-0.6	-0.6	-14.1	-0.2
CCc1ccc(CNC(=O)c2ccc(OC)c(OC3CCN(C(C)C)CC3)c2)nc1	i	-4.7	1.4	-2.6	2.0	-3.2	-0.3	5.9	-0.2
CC(C)(C)NC(=O)C1(C)CCC(=O)N1CCCn1ccnc1 (configuration not stated)	i	-3.3	-1.1	-10.9	-1.4	-1.8	-0.1	2.1	0.1
Cc1cc(C)n2c(Nc3ccc4c(c3)OCCO4)c(-c3ccc(F)cc3)nc2n1	i	-5.5	-1.0	8.2	/	-16.2	0.4	/	-1.6
COc1ccc(/C=C(/NC(=O)c2cccs2)C(=O)NCc2ccco2)cc1OC	i	2.0	3.3	-0.6	-3.2	-2.4	-0.1	-7.8	-0.3
COCCCNC(=O)CCCC(=O)NCCCOC	i	-4.1	2.1	-11.4	3.0	-10.8	-0.9	-19.2	-1.0
Oc1c(C(c2ccccc2)N2CCCCC2)ccc2ccccc12 (configuration not stated)	i	-19.2	3.2	15.8	-4.3	-3.6	0.2	21.1	0.0
O=C(CCNC(=O)c1ccccc1)Nc1ccc(F)c(Cl)c1	i	8.6	3.2	-4.9	1.6	-3.0	0.8	-3.1	-0.2
O=C(O)CN1C(=O)/C(=C\c2cccc(OC(=O)c3ccco3)c2)SC1=S	i	-5.8	-4.9	1.6	-1.0	-3.4	0.9	8.0	-0.1

Complete entries as entered above. Values in the order: Neddyl block | eLon inh | CSN deneddyl inh | FAS-TE inh | Rin1-Abl PPI inh | bovine MsrA act | MsrA inh | MLLE-PAM2 inh | Tb MetRS inh
Record of Cc1cc(C)n2c(Nc3ccc4c(c3)OCCO4)c(-c3ccc(F)cc3)nc2n1 → i | -5.5 | -1.0 | 8.2 | / | -16.2 | 0.4 | / | -1.6
Record of O=C(CCNC(=O)c1ccccc1)Nc1ccc(F)c(Cl)c1 → i | 8.6 | 3.2 | -4.9 | 1.6 | -3.0 | 0.8 | -3.1 | -0.2

More records follow.
SMILES	Neddyl block	eLon inh	CSN deneddyl inh	FAS-TE inh	Rin1-Abl PPI inh	bovine MsrA act	MsrA inh	MLLE-PAM2 inh	Tb MetRS inh
COC(=O)c1cn(S(=O)(=O)c2ccccc2)c2ccccc12	i	3.7	0.6	21.7	-1.4	-2.7	0.0	7.7	-1.1
O=C(NNC(=O)c1ccccc1Cl)c1ccco1	i	-1.4	-1.6	-3.2	0.6	-3.0	-0.3	-1.0	-0.8
COC(=O)C[C@H]1CC[C@H](NC(=O)Nc2ccccc2F)[C@@H](CO)O1	i	/	-2.0	/	/	/	1.0	/	-1.1
CCOc1ccc(-n2c(=O)c3c(C)c(C(=O)N(C)C)sc3n(CC(=O)Nc3ccccc3F)c2=O)cc1	i	-0.1	-4.7	2.3	1.5	-0.7	0.8	4.5	0.2
O=C(CSCc1ccccc1Br)N/N=C/c1ccc2c(c1)OCO2	i	-6.2	-6.0	15.3	-1.9	-0.3	0.5	-1.8	0.5
Cc1cccc(OCC(=O)NCCCNC(=O)c2cnccn2)c1	i	7.2	2.7	-4.9	-0.2	-5.4	-0.8	15.2	-0.9
COc1ccc(CN(C)C(=O)c2cc(-c3ccc(C)cc3C)nc3ccccc23)c(OC)c1OC	i	5.9	-0.9	13.1	2.6	0.6	-0.6	0.1	0.4
CC(OC(=O)c1cc(-c2cccnc2)nc2ccccc12)C(=O)Nc1ccc2ccccc2c1 (configuration not stated)	i	6.9	1.3	16.3	-0.4	-7.5	0.5	-28.6	-1.4
CN1CCN(NC(=O)c2ccc(COc3ccccc3Br)o2)CC1	i	-7.6	-6.4	-10.1	-1.1	-9.3	2.0	-9.2	-0.6
O=C(O)CCCn1nc(-c2ccccc2)c2ccccc21	i	-1.2	3.3	-5.8	0.3	-1.7	1.2	11.9	-0.1
CCn1c(=O)n(CC)c2cc(N3CCCC3)c(NC(=O)c3ccc(OC)c(Br)c3)cc21	/	-5.8	0.5	5.7	6.4	-4.8	-0.1	2.0	-0.3
CCCC(N)CCCCCC(=O)O (configuration not stated)	i	-0.3	1.1	-5.3	2.0	-1.3	0.1	-1.3	-0.2
COc1cccc(C(=O)N2CCN(Cc3nc(CC4CC4)no3)CC2)c1	i	-0.4	-0.8	-6.4	-3.0	-6.7	0.7	-4.2	-0.1
O=C(Nc1ccc(S(=O)(=O)Nc2ncccn2)cc1)c1cccc([N+](=O)[O-])c1	i	-8.9	1.5	-6.6	-0.4	-1.3	-0.6	-4.6	-0.3
O=C(CCNC(=O)Cn1ccc2ccccc2c1=O)NCCN1CCN(c2ccccc2F)CC1	i	-2.6	-3.5	-13.7	-3.6	-2.8	1.1	-4.9	0.2
O=C(CSc1ccsc1[N+](=O)[O-])N1CCN(c2ccccn2)CC1	i	-1.0	2.2	6.3	-3.8	-8.5	0.8	30.5	-1.0
Cc1ncn(C23CC4CC(CC(O)(C4)C2)C3)n1	i	-9.0	3.0	-7.5	-0.6	-9.3	-0.1	-7.8	-1.1
c1ccc2c(c1)[nH]c1c(N3CCC4(CC3)OCCO4)ncnc12	i	-5.0	-1.9	-5.6	1.2	-0.3	/	-4.7	0.6
CC(C)c1nnc(SCC(=O)NC2CCCC2)n1C	i	-3.0	-3.8	-5.1	-1.2	-1.6	-1.2	9.9	0.1
COC(=O)[C@]1(C)N[C@H](CN(C)C(=O)c2ccccc2)[C@@H]2C(=O)N(C)C(=O)[C@@H]21	i	-0.7	-1.9	-7.8	2.8	-10.3	-0.7	13.3	-0.9
COc1ccccc1-n1c(C)cc(SC)c(C(C)=O)c1=S	i	-12.4	2.5	-2.8	-2.3	-5.0	1.6	-64.2	0.1
O=C(NC1CCCC1)c1ccc(CN2CCOCC2)cc1	i	-16.5	0.1	-9.5	1.4	-10.0	0.4	1.7	-1.4
CC(C)C[C@H]1CN([C@@H](Cc2ccc(O)cc2)CN2CCC[C@H]2CN2C(=O)C(=O)NC[C@@H]2Cc2ccccc2)C(=O)C(=O)N1CC1CCCCC1	i	-7.9	2.5	13.3	/	-4.1	1.3	/	-1.1
